# AT treatment: qHTS Assay for Identifying a Potential Treatment of Ataxia-Telangiectasia. […] A-T fibroblasts, KAP-1 phosphorylation AlphaLISA; neocarzinostatin DNA damage 30 min before lysis. hit rate 0.19% among 320,000. Potency, µM (titrated, usually from 57.5 µM), without a hit: at the top dose activation, hits mostly activators. AID 485349, 2010; note: potency is the fitted concentration of half-maximal effect; % of control where 0% means no effect; nearly all actives have a fitted effect of over 45% in size
#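 hTERT-immortalized A-T patient fibroblasts ([…]), 500 cells/well in OPTI-MEM, 1% FBS, got compounds for 60 min, then NCS for 30 min at 37C. Lysates were then assayed for phospho-KAP-1 by AlphaLISA (anti-pKAP1 donor, anti-KAP1 acceptor beads), 6 hr at 25C.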
# Eya2 inh: qHTS Assay for Inhibitors of the Phosphatase Activity of Eya2; Protein phosphatase EYA2 (Homo sapiens), O00167; recombinant Eya2, OMFP fluorescence dephosphorylation (OMFP is methylfluorescein phosphate); Potency, µM (doses to about 76.9 µM), for the others: top-dose activity, negative = inhibition, most hits filed as inhibitors; hit rate 0.006% among 330,000; note: potency is the fitted concentration of half-maximal effect; % is set by controls: 0 for no effect and ±100 for the full control effect
#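 Eya2 (0.2 uM) preincubated 10 min at ambient with compound, then OMFP substrate added at 50 uM; 10 min reaction in 50 mM HEPES pH 7.5, 50 mM NaCl, 5 uM MgCl2, 0.05% BSA, 1 mM DTT. Fluorescence read at Ex 485/Em 525 nm.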
# TCR activator: Activators of T cell receptors: qHTS campaign; primary human leukocytes, anti-CD3, IL-2 HTRF, 48 h; Potency, µM (doses to about 9.22 µM), without a hit: at the top dose activation of IL-2 secretion, actives largely listed as activators; 330,000 tested, under 10 active; AID 504894, 2011; note: % of control where 0% means no effect
#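 TCR engagement came from a-CD3 beads alone, with compounds added to primary human leukocytes for 48 hr. Secreted IL-2 bridged europium cryptate- and d2-labelled anti-IL-2 antibodies, giving FRET emission at 665nm after 320nm excitation.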
# Integrin act MD: qHTS for Activators of Integrin-Mediated Alleviation for Muscular Dystrophy | alpha7betagal myoblasts, beta-gal FDG fluorescence, 48 h | Potency, µM (highest dose often 38.3 µM), without a hit: at the highest dose activation, usual class: activators | hit rate 0.064% among 350,000 | AID 624291, 2012;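 note: potency is the fitted concentration of half-maximal effect; 100% = response of the positive control SU9516; nearly all actives have a fitted effect of over 60% in size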
#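 Alpha7betagal+/- myoblasts (passage 13) were plated 16-24 hr, then exposed to compounds (1:260 dilution of DMSO stock) for 48 hours at 37C. After MPER lysis, β-galactosidase reporter activity was read as FDG fluorescence (ex 480/em 540) after 30 minutes.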
# ASM inhibitor: Inhibitors of Secretory Acid Sphingomyelinase (S-ASM): qHTS; AID 504937, 2011; hit rate 0.006% among 340,000; Potency, µM (series often up to 57.5 µM), without a hit: at the top dose activity change, negative = inhibition, usual class: inhibitors; placental ASM, HMU-PC fluorogenic substrate, 60 min; Sphingomyelin phosphodiesterase (Homo sapiens), P17405; note: potency is the fitted concentration of half-maximal effect
# Target sequence (P17405 47-631 limits assumed): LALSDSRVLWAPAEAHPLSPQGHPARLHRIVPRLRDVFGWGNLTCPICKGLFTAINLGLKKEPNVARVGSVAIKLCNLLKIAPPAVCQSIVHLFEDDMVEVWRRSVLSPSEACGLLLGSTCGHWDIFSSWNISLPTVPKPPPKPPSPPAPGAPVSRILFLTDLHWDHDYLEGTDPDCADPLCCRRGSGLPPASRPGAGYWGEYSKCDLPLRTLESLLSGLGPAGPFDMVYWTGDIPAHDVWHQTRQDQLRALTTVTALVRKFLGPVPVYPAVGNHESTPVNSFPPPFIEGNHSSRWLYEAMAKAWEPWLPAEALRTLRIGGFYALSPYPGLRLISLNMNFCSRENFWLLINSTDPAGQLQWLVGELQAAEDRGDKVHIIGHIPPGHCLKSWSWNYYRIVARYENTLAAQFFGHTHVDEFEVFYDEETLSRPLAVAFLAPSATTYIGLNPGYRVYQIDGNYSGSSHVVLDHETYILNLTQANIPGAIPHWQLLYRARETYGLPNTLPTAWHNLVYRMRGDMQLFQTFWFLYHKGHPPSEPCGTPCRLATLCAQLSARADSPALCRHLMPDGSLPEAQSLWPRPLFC
#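 qHTS format. ASM enzyme prepared from human placenta hydrolyses the fluorogenic substrate HMU-PC0 (9 uM final) over 60 min at 37 °C after a 10 min compound preincubation.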
# Mito fusion yeast: qHTS Assay for Small Molecule Inhibitors of Mitochondrial Division or Activators of Mitochondrial Fusion | AID 485298, 2010 | Potency, µM (doses to about 46.1 µM), for the others: at the top dose growth rescue (activation), most hits filed as activators | hit rate 0.23% among 320,000 | S. cerevisiae fusion-defective mutant growth rescue, CellTiterGlo 48 h;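 note: potency is the fitted concentration of half-maximal effect; % of control where 0% means no effect; nearly all actives have a fitted effect of over 45% in size; temperature-sensitive fusion mutants such as fzo1-1 at 37 °C on non-fermentable ethanol glycerol medium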
#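 Temperature-sensitive fusion-defective S. cerevisiae (e.g. fzo1-1, mgm1-5) were grown with compound in YPEG medium (3% ethanol, 3% glycerol) for 48 hours at 37C. Growth rescue was measured as viability by CellTiterGlo luminescence after 10 minutes at ambient.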
# ELG1 DNA repair: qHTS screen for small molecules that inhibit ELG1-dependent DNA repair in human embryonic kidney (HEK293T) cells expressing luciferase-tagged ELG1 | HEK293T ELG1-luciferase reporter, luminescence, 16 h; DNA damage induced by 5-fluorouridine | Potency, µM (highest dose often 46.1 µM), for the others: top-dose activity change, negative = inhibition, most hits filed as inhibitors | hit rate 2.3% among 330,000; note: potency is the fitted concentration of half-maximal effect; % is set by controls: 0 for no effect and ±100 for the full control effect; nearly all actives have a fitted effect of over 55% in size
#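 DMSO vehicle served as the neutral condition. Each well held 2,000 cells given 5-fluorouridine plus compound; after 16 hr at 37 °C/5% CO2, ONE-Glo was added and luciferase measured 30 min later.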
# TSHR antag: Antagonists of the Thyroid Stimulating Hormone Receptor: HTS campaign. Thyrotropin receptor (Homo sapiens), P16473. TSHR-expressing cells, TSH-stimulated cAMP HTRF, 2 h; active compounds read low. activity change, negative = inhibition, % at 11.5 µM. hit rate 0.2% among 330,000. AID 504810, 2011;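 active = activity change below a set negative limit, meaning inhibition stronger than a set level, cut at about -70% in these data; inconclusive = activity change between two set negative limits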; note: % is set by controls: 0 for no effect and ±100 for the full control effect
#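 TSHR-expressing cells were treated with compounds, then stimulated with TSH at EC80 (4nM final) for 2 hours at 37 deg C. Cellular cAMP was measured by HTRF competition between lysate cAMP and cAMP-d2 for a cryptate-labelled anti-cAMP antibody.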
# Chronic BCR inh: qHTS Assay to Find Inhibitors of Chronic Active B-Cell Receptor Signaling; hit rate 0.05% among 340,000; ABC-DLBCL IkBa-CBG/CBR reporter, luminescence ratio, 4 h; Potency, µM (titrated, usually from 46.1 µM), for the others: top-dose ratio change, negative = lower green/red ratio, usual class: inhibitors; active = well fitted inhibition curve with a large enough effect in the signal ratio, with a control signal flat, not every such curve was filed as active; inconclusive = small, poorly fitted or top-dose-only effect, or effect the other way, or a change in a side signal; the % refers to the signal ratio;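 note: potency is the fitted concentration of half-maximal effect; plate controls were basal doxycycline-induced cells for no effect and cells given 10 µM MG132 for full effect; MG132 reads +100%, hits lower the ratio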
#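 TMD8 human ABC-DLBCL cells with doxycycline-inducible IκBα–green luciferase fusion and unfused red luciferase, in 0.5% FBS medium; compounds up to 46 uM, 4 h at 37C. Green/red luminescence ratio, filter-overlap corrected, fitted to concentration-response curves.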
# Tb PFK inh: qHTS Assay to Find Inhibitors of T. brucei phosphofructokinase; T. brucei PFK, ADP-Glo luminescence; Potency, µM (top dose mostly 57.5 µM), for inactives: at the highest dose activity, negative = inhibition, usual class: inhibitors; hit rate 0.17% among 330,000; AID 485367, 2010;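 note: potency is the fitted concentration of half-maximal effect; 0% = uninhibited 1x PFK enzyme wells and -100% = no-enzyme wells; nearly all actives have a fitted effect of over 60% in size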
# Target sequence (O15648 whole entry, looked up): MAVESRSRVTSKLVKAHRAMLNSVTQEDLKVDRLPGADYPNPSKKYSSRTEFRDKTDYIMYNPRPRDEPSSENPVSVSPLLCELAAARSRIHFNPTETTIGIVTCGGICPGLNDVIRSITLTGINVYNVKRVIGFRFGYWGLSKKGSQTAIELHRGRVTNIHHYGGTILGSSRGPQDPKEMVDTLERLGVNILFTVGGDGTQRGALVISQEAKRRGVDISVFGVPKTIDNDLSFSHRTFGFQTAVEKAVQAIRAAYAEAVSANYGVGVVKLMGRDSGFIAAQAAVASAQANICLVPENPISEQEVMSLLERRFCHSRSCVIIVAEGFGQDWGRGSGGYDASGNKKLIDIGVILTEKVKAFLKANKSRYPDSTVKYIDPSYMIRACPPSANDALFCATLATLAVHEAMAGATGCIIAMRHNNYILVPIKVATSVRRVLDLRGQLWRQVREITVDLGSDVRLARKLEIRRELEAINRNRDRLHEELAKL
#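 Compounds were pin-transferred as a titration series up to 57 uM into substrate buffer (0.5 mM F6P, 0.1 mM ATP, pH 8.0), then 1.25 nM PFK was added and reactions ran 45 min before ADP-Glo detection.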
# PTAP TSG101 blk: qHTS Assay for Iinhibitors of HIV-1 Budding by Blocking the Interaction of PTAP/TSG101 | Tumor susceptibility gene 101 protein (Homo sapiens), Q99816 | Fluorescence polarization, FITC-PTAP peptide / Tsg101 binding | Potency, µM (highest dose often 115 µM), for the others: top-dose activity change, negative = inhibition, usual class: inhibitors | 340,000 tested, under 10 active | AID 493005, 2010; active = well fitted inhibition curve with a large enough effect in the main read-out, with a control signal flat, not every such curve was filed as active; inconclusive = small, poorly fitted or top-dose-only effect, or effect the other way, or a change in a side signal; inactive = no such curve, though single readings can be large or run the other way; note: potency is the fitted concentration of half-maximal effect; % of control where 0% means no effect
#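 Steps: Tsg101 binding domain dispensed (10 uM final), compounds pinned in DMSO, FITC-labeled PTAP-motif peptide added (50 nM final); after 20 min binding at room temperature, polarization measured.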
# * hit, by the source's call; ? = inconclusive; / = not tested or not shown; [ ] = another dose, or the depositor's remark. Unless noted, calls come from the whole dose curve; as a rule, active = well fitted curve in the direction sought with a large enough effect; inconclusive = small, poorly fitted or top-dose-only effect, or another doubt; inactive = no such curve, though single readings can be large; an effect the other way counts as inactive or inconclusive.
SMILES,AT treatment,Eya2 inh,TCR activator,Integrin act MD,ASM inhibitor,Mito fusion yeast,ELG1 DNA repair,TSHR antag,Chronic BCR inh,Tb PFK inh,PTAP TSG101 blk
Cc1cc(=O)oc(C)c1C(=O)OC(C(=O)c1ccccc1)c1ccccc1 (configuration not stated),-5%,9%,6%[46.1 µM],-22%,-3%,17%,25%,10,-1%,-1%,-11%
Cc1nn2c(nc1=O)SCC(c1ccccc1)=N2,-6%,5%,-2%,30%,-1%,-10%,?,-2,-1%,2%,-5%
CSc1nc2ccsc2c(=O)n1-c1ccccn1,4%,4%,4%,-9%,2%,-3%,10%,14,-6%,-1%,1%
Nc1cc(N2CCOCC2)c(Cl)cc1[N+](=O)[O-],-4%,5%,3%,-1%,-11%,2%,-9%,4,-7%,-2%,2%
Cc1cc(Oc2ccc(=O)[nH]n2)nc(Cl)n1,-3%,2%,-1%,-3%,2%,-3%,?,-3,?,1%,-3%
CN(Cc1ccccc1F)C(=O)c1sccc1-c1ccccc1,-3%,6%,-9%,5%,3%,-1%,-2%,-4,?,2%,-2%
COc1ccc(-c2sc3cc(OC)c(OC)cc3c2C#CCO)cc1,2%,-14%,19%,31%,-1%,/,?,-21,?,1%,3%
CCC(=O)Nc1nc(CC(=O)Nc2ccccc2)cs1,1%,7%,3%,-10%,4%,0%,-4%,5,-10%,?,-7%
COc1ccccc1-c1nn2c(-c3ccc(C(C)(C)C)cc3)nnc2s1,-2%,30%,/,/,/,1%,-2%,8,0%,3%,/
NC1=NC[C@H](CC2CCCCC2)N1CCc1cc(C(F)(F)F)cc(C(F)(F)F)c1,-10%,-1%,-7%,-49%[inhibitor],-20%,13%,2%,-2,?,0%,-2%
O=C(C1CCN(S(=O)(=O)c2cccs2)CC1)N1CCN(c2ccccc2)CC1,/,-19%,1%,?,-1%,0%,-13%,-8,5%,-2%,-3%
Cc1ccc(NC(=O)CCSc2nnc(Cc3ccccc3)o2)cc1,5%,4%,-1%[46.1 µM],-13%,-2%,-4%,-13%,9,-1%,3%,-1%

# Arranged by heavy-atom count (rising): some entries from above
SMILES,AT treatment,Eya2 inh,TCR activator,Integrin act MD,ASM inhibitor,Mito fusion yeast,ELG1 DNA repair,TSHR antag,Chronic BCR inh,Tb PFK inh,PTAP TSG101 blk
Nc1cc(N2CCOCC2)c(Cl)cc1[N+](=O)[O-],-4%,5%,3%,-1%,-11%,2%,-9%,4,-7%,-2%,2%
COc1ccc(-c2sc3cc(OC)c(OC)cc3c2C#CCO)cc1,2%,-14%,19%,31%,-1%,/,?,-21,?,1%,3%
NC1=NC[C@H](CC2CCCCC2)N1CCc1cc(C(F)(F)F)cc(C(F)(F)F)c1,-10%,-1%,-7%,-49%[inhibitor],-20%,13%,2%,-2,?,0%,-2%

# Next section.
SMILES,AT treatment,Eya2 inh,TCR activator,Integrin act MD,ASM inhibitor,Mito fusion yeast,ELG1 DNA repair,TSHR antag,Chronic BCR inh,Tb PFK inh,PTAP TSG101 blk
COc1ccccc1CNc1ccc(N2CCOCC2)c(C(=O)O)c1,2%,11%,0%,12%,14%,6%,7%,-3,-2%,0%,-8%
CCOc1ccc(S(=O)(=O)N2CCCC(C(=O)N3CCOCC3)C2)cc1C (configuration not stated),-5%,5%,-33%,?,5%,5%,-22%,8,-2%,0%,0%
O=C(COc1ccc(Br)cc1Cl)NC(=S)Nc1ccccn1,3%,2%,3%,-3%,0%,-3%,?,2,?,-3%,-9%
CCC1CCCCN1C(=O)CCS(=O)(=O)c1ccccc1 (configuration not stated),20%,1%,-3%,10%,5%,-1%,?,7,6%,2%,-3%
O=C(c1ccco1)N1CCN(S(=O)(=O)c2ccc3c(c2)CCN3C(=O)C2CC2)CC1,-8%,17%,2%,-1%,1%,0%,-23%,13,5%,2%,-7%
Cc1ccc(NC(=O)CS(=O)CC(=O)NCCCN(C)c2ccccc2)cc1 (configuration not stated),-1%,-5%,/,16%,-2%,2%,-10%,6,-4%,-5%,/
COC(=O)CN(n1cnnc1)S(=O)(=O)c1ccc(C)cc1,-5%,3%,4%,2%,3%,3%,25%,-2,?,1%,1%
CN(C(=S)NC(=O)c1ccccc1Br)C1CCCCC1,2%,9%,-1%,4%,4%,-9%,10%,11,?,1%,-4%
CC(=O)OC1CC[C@@]2(C)C(CCC3C2CC(=O)[C@@]2(C)C3CC3CC(C)=CC(=O)C32)C1 (some centres not stated),3%,-12%,-1%,-7%,-1%,-7%,-8%,-13,1%,0%,-8%
CCN(CC)C(=O)c1sc2nc(Cc3ccccc3)[nH]c(=O)c2c1C,-3%,2%,-10%,4%,142%[activator],0%,-6%,-10,8%,2%,2%
O=C(CN1CCN(S(=O)(=O)c2ccccc2)CC1)Nc1ccnn1C1CCCC1,5%,-8%,/,1%,6%,-6%,-9%,-2,6%,-2%,-3%
CC(C)=C1SC(N2CCN(Cc3ccccc3)CC2)=NC1=O,/,10%,-2%,-2%[7.66 µM],2%,-5%,3%,5,?,1%,-1%
CC1CCCC(C)N1C(=C(Cl)Cl)C(=C1SCCS1)[N+](=O)[O-] (configuration not stated),1%,-7%,-3%,-51%[inhibitor],-7%,15%,12%,-41,?,-1%,2%
CC1CCC2(CC1)NC(=O)N(CC(=O)Nc1nc(-c3ccc(F)cc3)cs1)C2=O (configuration not stated),11%,6%,1%,-34%[inhibitor],1%,8%,19%,0,4%,2%,-3%
O=C(Nc1cccc([N+](=O)[O-])c1)c1ccc2nc(N3C(=O)CCC3=O)sc2c1,-2%,-7%,2%,-6%,-10%,0%,-2%,-4,-19%,-6%,-7%
C=CCN(C(=O)c1csnn1)C(C(=O)NCc1ccc(F)cc1)c1ccccc1 (configuration not stated),-4%,-2%,-4%,8%,-4%[11.5 µM],-3%,-8%,17,-3%,-6%,-6%
CC(O)CNc1ncnc2nc[nH]c12 (configuration not stated),2%,-20%,-4%,-3%,3%,-1%,-12%,7,-5%,-3%,-3%
COc1ccc(S(=O)(=O)N(C)c2ccc(C(=O)N3CCN(c4ccccc4)CC3)cc2)cc1OC,1%,-10%,1%,-8%,/,2%,13µM*,-15,-14%,-8%,-4%
Cc1cn(CC(=O)c2ccccc2)c2ccccc12,10%,-1%,1%,17%,-7%,6%,-10%,-13,4%,1%,-4%
COc1cc(C(CCN2CCCC2)c2c(OC)cc(OC)c3c(C)cc(=O)oc23)cc(OC)c1OC (configuration not stated),-23%,-11%,-4%,-1%,0%,-3%,?,-4,-22%,13%,/

# Just Eya2 inh and TSHR antag (2 entries from above):
mol | Eya2 inh | TSHR antag
C=CCN(C(=O)c1csnn1)C(C(=O)NCc1ccc(F)cc1)c1ccccc1 (configuration not stated) | -2% | 17
CC(O)CNc1ncnc2nc[nH]c12 (configuration not stated) | -20% | 7

# Compound activity (PubChem BioAssay)
